# FBPA Giardia inh: qHTS Assay for Inhibitors of Fructose-1,6-bisphosphate Aldolase from Giardia Lamblia | A8B2U2 | purified Giardia FBPA | Potency, µM (series often up to 59.6 µM), for the others: top-dose activity, negative = inhibition, hits mostly inhibitors | 0.71% of 290,000 active | AID 2451, 2010; note: potency is the fitted concentration of half-maximal effect; % is set by controls: 0 for no effect and ±100 for the full control effect; nearly all actives have a fitted effect of over 55% in size
# Target sequence (A8B2U2 whole entry, looked up): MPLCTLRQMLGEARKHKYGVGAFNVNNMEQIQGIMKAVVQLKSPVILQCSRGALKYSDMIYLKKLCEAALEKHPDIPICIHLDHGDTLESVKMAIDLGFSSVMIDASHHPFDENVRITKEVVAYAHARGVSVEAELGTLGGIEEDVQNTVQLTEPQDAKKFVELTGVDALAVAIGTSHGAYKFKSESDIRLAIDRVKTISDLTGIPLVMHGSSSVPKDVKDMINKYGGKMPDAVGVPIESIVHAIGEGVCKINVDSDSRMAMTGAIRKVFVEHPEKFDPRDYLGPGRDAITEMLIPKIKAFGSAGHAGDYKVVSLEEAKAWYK
#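 Giardia FBPA (40 nM reagent) was preincubated 10 min at RT with compound (up to 57.5 uM final), then substrate plus GAPDH/TPI/NAD/arsenate coupling system with diaphorase/resazurin was added; resorufin fluorescence (525/598 nm) was read after 20 min.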
# Cycloheximide cs: Cycloheximide Counterscreen for Small Molecule Inhibitors of Shiga Toxin | 12% of 300,000 active | max response, % | cell reporter, cycloheximide protein synthesis inhibition counterscreen; in the data active = max response mostly above about 13%, no sharp cut-off; inactive = mostly below about 14%; note: read at 38.3 µM for the half of the compounds with a filed dose; 0% is about no effect
# Pf growth 48h: Primary qHTS for delayed death inhibitors of the malarial parasite plastid, 48 hour incubation. P. falciparum luciferase growth in erythrocytes, 48 h. Potency, µM (titrated, usually from 28.7 µM), inactives show at the top dose activity change, negative = inhibition, most hits filed as inhibitors. 5.9% of 310,000 active. AID 504832, 2011; note: potency is the fitted concentration of half-maximal effect; % is set by controls: 0 for no effect and ±100 for the full control effect
#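 Compounds are pin-transferred into medium, infected erythrocytes (2% hematocrit, 0.1% parasitemia final) are added, and plates sit one parasite generation at 37 C in 5% CO2. Detection reagent is then added and luminescence measured.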
# Pf growth 96h: Primary qHTS for delayed death inhibitors of the malarial parasite plastid, 96 hour incubation. AID 504834, 2011. P. falciparum luciferase reporter growth, 96 h. Potency, µM (highest dose often 28.7 µM), for inactives: top-dose activity change, negative = inhibition, hits mostly inhibitors. 6.9% of 320,000 active; note: potency is the fitted concentration of half-maximal effect; % is set by controls: 0 for no effect and ±100 for the full control effect
#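 Plates of compound plus infected erythrocytes (2% hematocrit, 0.05% parasitemia final) incubate 96 hours, 37 C, 5% CO2. Detection reagent added; reduced luminescence from the parasites' luciferase reporter flags inhibition.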
# Shiga toxin inh: A qHTS for Small Molecule Inhibitors of Shiga Toxin | Vero cells, Shiga toxin protein synthesis inhibition reporter | inhibition, % at 38.7 µM | 9.2% of 290,000 active; in the data active = inhibition mostly above about 28%, no sharp cut-off; inactive = mostly below about 43%; note: 0% is about no effect
# HCV inh: qHTS Assay for Inhibitors of Hepatitis C Virus (HCV) | Potency, µM (highest dose often 41.8 µM), for inactives: top-dose activity change, negative = inhibition, most hits filed as inhibitors | 3.4% of 340,000 active | Huh7.5.1 HCVcc-Cre infection, luciferase reporter, 44 h; note: potency is the fitted concentration of half-maximal effect; % is set by controls: 0 for no effect and ±100 for the full control effect
#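 Compounds are dispensed onto cells plated 4 h earlier at 1,000 per well, with HCVcc-Cre virus (about 0.5 moi) added next. Following 44 h of culture, luminescent signal is measured for 15 sec after 15 min with substrate at room temperature.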
# The depositor's hits bear a star; ? = inconclusive; . = not tested or not shown; + = active, no number; & = joins results of further samples; [ ] = dose if it differs, or a comment. Unless noted, calls come from the whole dose curve; as a rule, active = well fitted curve in the direction sought with a large enough effect; inconclusive = small, poorly fitted or top-dose-only effect, or another doubt; inactive = no such curve, though single readings can be large; an effect the other way counts as inactive or inconclusive.
# Start of the data: the first 4 compounds as a preview:
SMILES,FBPA Giardia inh,Cycloheximide cs,Pf growth 48h,Pf growth 96h,Shiga toxin inh,HCV inh
CC(C)NC(=O)c1ccc(NC(=O)CC2SC(N3CCCCC3)=NC2=O)cc1 (stereo not drawn),.,.,-21%,?,.,12%
CCCCNC(=O)Cn1c(-c2ccc(OC)cc2)noc1=O,1%,-4,.,.,-14,17%
O=C(NCc1ccc(F)cc1)N1CCN(C(=O)c2ccccc2)CC1,.,.,-16%,-20%,.,7%
CCOC(=O)c1cnc2c(OC)cccc2c1N1CC(C)CC(C)C1 (stereo not drawn),15%,-2,0%,?,-5,13µM*

# All compounds of this part, from the first entry:
SMILES,FBPA Giardia inh,Cycloheximide cs,Pf growth 48h,Pf growth 96h,Shiga toxin inh,HCV inh
CC(C)NC(=O)c1ccc(NC(=O)CC2SC(N3CCCCC3)=NC2=O)cc1 (stereo not drawn),.,.,-21%,?,.,12%
CCCCNC(=O)Cn1c(-c2ccc(OC)cc2)noc1=O,1%,-4,.,.,-14,17%
O=C(NCc1ccc(F)cc1)N1CCN(C(=O)c2ccccc2)CC1,.,.,-16%,-20%,.,7%
CCOC(=O)c1cnc2c(OC)cccc2c1N1CC(C)CC(C)C1 (stereo not drawn),15%,-2,0%,?,-5,13µM*
CCCn1nnc(NC(=O)C(c2ccccc2)c2ccccc2)n1,4%,-3,-4%,-13%,21,-26%
COc1ccc(C2=NN(c3ccccc3)C(c3cccs3)C2)cc1 (stereo not drawn),-13%,1,?,-21%,3,3%
COCC(C)NS(=O)(=O)c1ccc(NC(=O)C(Cc2ccccc2)NC(N)=O)cc1 (stereo not drawn),-3%,-2,6%,-4%,43,-19%
Cc1ccc(C)c(S(=O)(=O)c2c(C)cc(C)nc2Cl)c1,-3%,-5,-13%,-16%,-5,19%
CN(CC(=O)NNC(=O)c1cccnc1)S(=O)(=O)c1cc(Cl)ccc1Cl,6%,-2,-19%,-11%,-9,11%
COc1cc(CNc2ccc3[nH]c(=O)[nH]c3c2)ccc1OCc1ccc(C)cc1,1%,26*,43%[activator],36%[activator],118*,?
CC(C)C[C@H](NC(=O)CNC(=O)[C@H](C)NC(=O)[C@H](CC(C)C)NC(=O)[C@H](CCCNC(=N)N)NC(=O)[C@H](Cc1cnc[nH]1)NC(=O)[C@@H](NC(=O)[C@@H](N)C(C)C)[C@@H](C)O)C(=O)N[C@@H](CC(C)C)C(=O)N[C@@H](CO)C(=O)N[C@@H](CCCNC(=N)N)C(=O)N[C@@H](CO)C(=O)NCC(=O)NCC(=O)N[C@H](C(=O)N[C@H](C(=O)N[C@@H](CCCCN)C(=O)N[C@@H](CC(N)=O)C(=O)N[C@@H](CC(N)=O)C(=O)N[C@@H](Cc1ccccc1)C(=O)N[C@H](C(=O)N1CCC[C@H]1C(=O)N[C@H](C(=O)N[C@@H](CC(N)=O)C(=O)N[C@H](C(=O)NCC(=O)N[C@@H](CO)C(=O)N[C@@H](CCCCN)C(=O)N[C@@H](C)C(=O)N[C@@H](Cc1ccccc1)C(N)=O)C(C)C)[C@@H](C)O)C(C)C)C(C)C)C(C)C,5%,-7,.,.,-3,.
Cc1cccc(-c2noc(CN(C(=O)c3ccc(Br)o3)C(C)C)n2)c1,3%,5,-8%,2%,2,?
COC(=O)c1cn(-c2ccccc2)nc1-c1ccc(OC)c(OC)c1,11%,2,39%[activator],13%,-4,7.9µM*
CCCc1cc(=O)oc2cc(OCC(=O)NCc3ccccn3)ccc12,.,-1,36%[activator],?,11,4%
COc1ccc(CCc2cc(OC)cc(=O)o2)cc1,-2%,19*,9%,1.9µM*,32,6%
COc1ccc(CCNC(=O)CSc2ccccn2)cc1OC,-5%,6,7%,-26%,20,-4%
Cn1nc(C(F)(F)F)c(-c2ccccc2)c1NC(=O)c1nccnc1C(=O)O,-14%,2,?,0%,9,11%
COCCCNC(=S)Nc1cccc(SC)c1,6%,9,31%[activator],-26%,5,0%
CCCCN(C(=O)c1ccc(Cl)cc1)C1CC2CCC(C1)N2C (stereo not drawn),-5%,-2,?,?,-12,11µM*
CCCCc1c(O)nc(SCC(=O)Nc2ccc3c(c2)CCC3)[nH]c1=O,16%,1,1%,-7%,25,1%
CC1CCCN(C(=O)COC(=O)CSc2ccc(C(N)=O)cc2[N+](=O)[O-])C1 (stereo not drawn),.,.,6%,9%,.,-16%
CN(c1cccc(Cl)c1)S(=O)(=O)c1cccc(C(=O)Nc2ccc3c(c2)CCC3)c1,5%,30*,?,?,47*,6.3µM*
Cc1ccc(OCCSc2ncccn2)c(C)c1,-2%,49*,121%[activator],31%[activator],96*,-11%
CCN1/C(=C2\C(=O)N(C)C(=S)N2C)C=Cc2ccccc21,-19%,-4,?,38%[activator],11,-6%
CC(=O)Nc1ccc(NC(=O)CSc2nc3c(=O)n(C)c(=O)n(C)c3n2C)cc1,.,.,0%,-17%,.,13%
SMILES,FBPA Giardia inh,Cycloheximide cs,Pf growth 48h,Pf growth 96h,Shiga toxin inh,HCV inh
COc1cc(C2C(N3C(=O)c4ccccc4C3=O)C(=O)N2c2cccc(C)c2)cc(OC)c1OC (stereo not drawn),-7%,4,4%,?,10,4%
C=CCc1c(C)[nH]c(=O)[nH]c1=O,2%,4,1%,9%,-8,-7%
Cc1c(NC(=O)c2cc(-c3ccccc3O)on2)c(=O)n(-c2ccccc2)n1C,1%,-1,-10%,-5%,8,-5%
Cc1cc(=O)oc2cc(OCC(=O)Nc3c(Cl)cccc3C(F)(F)F)ccc12,.,1,?,?,11,0%
O=C(CCc1n[nH]c(=O)[nH]c1=O)N1CCOCC1,-3%,-3,6%,16%,-2,8%
CC1CN(C(=S)NC2CCCC2)CC(C)O1 (stereo not drawn),-1%,-2,23%,-14%,-1,2%
Cc1ccccc1CSCC(=O)NCc1ccco1,-3%,21,11%,26%,36*,3%
Cc1cc(C)cc(NC(=O)N2C3CCCC2CC(NC(=O)C2CC2)C3)c1 (stereo not drawn),.,3,-15%,-10%,-6,25%
COc1ccc(/[N+]([O-])=C/c2ccoc2)cc1,.,.,187%[activator],220%[activator],.,-4%
CC(/C=N/n1c(-c2ccccn2)n[nH]c1=S)=C\c1ccccc1,-24%,1,-10%,?,0,12%
O=C(CCN1C(=O)/C(=C/c2ccc(Cl)cc2)SC1=S)Nc1cccc(C(=O)O)c1,9%,-4,-9%,?,1,10%
CCC(c1nnc(SCC(=O)Nc2ccc(C(C)=O)cc2)n1C1CCCCC1)N(C)C (stereo not drawn),3%,-3,-1%,?,18,8%
COc1ccc2c(-c3cc4ccc(OCc5ccc(F)cc5)cc4oc3=O)cc(=O)oc2c1,4%,-3,8%,22%,2,17%
Cc1ccc(-n2ncc3c2CCCC3NC(=O)c2cnccn2)cc1C (stereo not drawn),.,9,-16%,28%,5,.
Cc1cc(NC(=O)CN2C(=O)S/C(=C\c3ccccc3)C2=O)no1,3%,-4,-8%,-25%,12,11%
COc1ccc(-c2ccc(C(=O)O)o2)c([N+](=O)[O-])c1,1%,11,16%,?,2,2%
CC(=O)Nc1sc2c(c1C#N)CC(C)(C)NC2(C)C,1%,5,9%,.,-13,-10%
CCN(CC(=O)NCc1cccs1)C(=O)c1cccc(S(=O)(=O)N2CCc3ccccc32)c1,1%,10,-23%,?,-10,-7%
COC(=O)C/C(O)=C(/N=Nc1cccc(C(F)(F)F)c1)C(=O)OC,-2%,1,28%,47%[activator],-15,-11%
COc1cccc(C(=O)C2CCCN(C(=O)c3cccc(C#CC(C)(C)O)c3)C2)c1 (stereo not drawn),1%,12,?,12µM*,50,-17%
Cc1ccc2nsnc2c1NC(=O)c1ccc(-c2cc(Cl)ccc2Cl)o1,-25%,-4,23%,5%,-12,?
O=C(CN1C(=O)NC2(CCCC2)C1=O)Nc1ccc(C(F)(F)F)cc1,-5%,-4,12%,46%[activator],36,?
CCN(Cc1ccccc1)C(=O)c1cc(S(=O)(=O)N2CCOCC2)cn1C,0%,-2,46%[activator],16%,-3,-3%
O=C(Cn1nnc2ccccc21)NCc1ccccc1,-3%,60*,299%[activator],-4%,64*,-1%
CCOc1ccc(-c2n[nH]c(=S)n2/N=C/c2cc3c(cc2[N+](=O)[O-])OCO3)cc1,4%,-1,26%,75%[activator],-14,-7%
SMILES,FBPA Giardia inh,Cycloheximide cs,Pf growth 48h,Pf growth 96h,Shiga toxin inh,HCV inh
Nc1ccc(C(=O)N/N=C/c2ccccc2)cc1,.,41*,112%[activator],39%[activator],108*,-7%
Cc1c(N(C(=O)c2cnccn2)C2(C(=O)NC3CCCC3)CCCCC2)c(=O)n(-c2ccccc2)n1C,6%,2,21%,-25%,3,2%
COc1ccc(C2=N[C@H](c3ccccc3)CO2)cc1,0%[89.2 µM],37,.,.,+,.
COc1ccc(C(=O)NC(=S)Nc2cc3oc4ccccc4c3cc2OC)cc1,0%,5,7%,47%[activator],9,6%
COCCn1c(SCC(=O)Nc2c(C)n(C)n(-c3ccccc3)c2=O)nc2ccccc2c1=O,.,.,-14%,-25%,.,-8%
Cc1noc(C)c1COC(=O)C1(c2cccc(F)c2)CCCC1,8%,-5,-21%,.,-17,-29%
COc1ccc(NC(=O)C2Cc3cc(S(=O)(=O)N4CCCCC4)ccc3N2C(C)=O)cc1Cl (stereo not drawn),.,0,?,27%,-9,?
C/C=C/c1ccc(O)c(OC)c1,.,.,9%&-21%,?,.,-9%
CN(C)CCCNc1ccc(-c2cc(Nc3cccc(Cl)c3)ncn2)cn1,3%,1,1.9µM*,0.93µM*,-5,?
CCSc1nc2sc3c(c2c(=O)[nH]1)CCCC3,-3%,-2,12%,-15%,-10,3%
COc1ccccc1-c1cc(C(=O)Nc2cccnc2Cl)no1,11%,-7,9%,21%,-10,-10%
Cn1nc(C(F)(F)F)c2cc(NC(=O)OCc3ccc(F)cc3)sc21,-13%,6,-31%,?,5,10µM*
COc1ccc(N2CCN(Cc3cc(=O)c(OCC(=O)NC4CCCC4)co3)CC2)cc1,.,.,?,?,.,-4%
COc1cc(Cl)ccc1OCc1cc(C(=O)N2CCN(C)CC2)no1,.,8,10%,?,7,18%
Cc1cc(C(=O)NCC(=O)OCC(=O)NCC2CCCO2)ccc1[N+](=O)[O-] (stereo not drawn),.,.,2%,-2%,.,0%
COc1ccc(-c2cc(C(F)(F)F)n3ncc(C(=O)NCc4ccco4)c3n2)cc1,8%,5,?,0%,-20,?
O=C(Cn1c(=O)oc2ccccc21)N1CCN(c2ccc(N3CCOCC3)nn2)CC1,-1%,-8,.,-15%,-5,-2%
COc1ccc(/C=C/C(=O)OCC(=O)c2c[nH]c3ccccc23)cc1,.,.,3%,2%,.,9%
COc1ccc(CC(=O)OC(C)CN2CCCC2)cc1 (stereo not drawn),-3%,-3,7%,.,-17,22%
Cn1nc(-c2ccc(Cl)cc2)c2cc(C(=O)N3CCOCC3)sc21,1%,-3,.,-27%,-6,13%
COc1ccc(OCC(=O)Nc2ccc3c(c2)C(=O)NC3=O)cc1,.,-3,21%,12µM*,-21,8%
Cc1ccc(-n2ccc(-c3nn(-c4ccccc4)ccc3=O)n2)cc1,-16%,-6,?,7.4µM*,-7,-22%
Cc1cc(C)cc(N(CC(=O)Nc2ccc(C(F)(F)F)cc2)S(=O)(=O)c2c(C)[nH]c(=O)[nH]c2=O)c1,.,1,15µM*,6%,-4,?
O=C(Nc1ccccc1)Nc1ccno1,-1%,7,?,-4%,-4,-7%
O=P(O)(O)c1cc(-c2ccccc2)oc1-c1ccccc1,5%,-3,?,?,-5,8%
Cc1cc(NC(=O)c2cccs2)ncc1NC(=O)C(C)(C)C,9%,32*,282%[activator],-7%,.,8%

# Source: PubChem (National Center for Advancing Translational Sciences (NCATS))
